VHR inh color: inhibitors of human VHR1 phosphatase (DUSP3) | 0.7% of 50,000 active | AID 1992 | inhibition, % at 20 µM | recombinant VHR phosphatase, colorimetric substrate read-out; in the data active = inhibition above about 60%; note: some results filed as inactive read as strong as hits
Target sequence (P51452 whole entry, looked up): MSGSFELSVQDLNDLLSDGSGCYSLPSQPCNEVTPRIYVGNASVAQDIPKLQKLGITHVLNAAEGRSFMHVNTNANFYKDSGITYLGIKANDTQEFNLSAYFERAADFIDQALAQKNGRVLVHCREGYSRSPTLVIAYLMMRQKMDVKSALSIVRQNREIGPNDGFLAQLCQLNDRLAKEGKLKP
* = called active by the depositor. A portion of the library (hit frequency here may not be typical).

Start of the data: the first 2 records, ahead of the listing:
SMILES	VHR inh color
CCOC(=O)C1=C(C)N=c2s/c(=C\c3cc4c(cc3Cl)OCO4)c(=O)n2C1c1cccc(OC)c1 (stereo not drawn)	-25
Cc1cccc(C)c1NC(=O)CSc1nnc(NC(=O)CN2CCOCC2)s1	4

Results, from the first entry:
SMILES	VHR inh color
CCOC(=O)C1=C(C)N=c2s/c(=C\c3cc4c(cc3Cl)OCO4)c(=O)n2C1c1cccc(OC)c1 (stereo not drawn)	-25
Cc1cccc(C)c1NC(=O)CSc1nnc(NC(=O)CN2CCOCC2)s1	4
CC(C)C12CN3CC(C(C)C)(CN(C1)C3c1c[nH]c3ccccc13)C2=O (stereo not drawn)	-14
COc1ccc(/C=C(\NC(=O)c2ccc(Cl)cc2)C(=O)NCc2cccnc2)cc1OC	7
O=C(/C=C/c1ccc(OCc2ccccc2)cc1)c1cccc(Br)c1	-8
CCOC(=O)c1cnc2cc(-c3cccs3)[nH]n2c1=O	-18
COc1ccccc1NC(=O)c1c(NC(=O)C(C)(C)C)sc2c1CCCC2	-6
CC(C)(C)C1(O)CC(C(F)(F)F)=NN1C(=O)COc1ccccc1 (stereo not drawn)	-20
Cc1cc(C)nc(SC/C=C/CSc2nc(C)cc(C)n2)n1	12
Cn1cc(/C=C(/C#N)C(=O)Nc2cccc(Br)c2)c2ccccc21	7
O=C(N/N=C/c1cccc([N+](=O)[O-])c1)C(Oc1ccccc1)Oc1ccccc1	-33
N#Cc1c(N)nc2cc(N)ccc2c1-c1ccc(O)cc1	-16
COC(=O)c1ccc(Oc2ccc(OC(C)=O)cc2)cc1	-2
COC(=O)c1ccccc1NC(=O)CN(c1ccc(C(C)C)cc1)S(=O)(=O)c1ccccc1	-18
COC(=O)C(C)Oc1cc2oc(=O)c3c(c2cc1Cl)CCC3 (stereo not drawn)	-12
Cc1ccccc1N1C(=O)c2cccc3c(N4CCNCC4)ccc(c23)C1=O	0
O=C(NCCc1ccc(Cl)cc1)C(=O)Nc1nccs1	-4
COc1cccc(/C=C2\SC(=S)N(Cc3ccccc3)C2=O)c1OC	-5
CCOCCOCCC(C(=O)O)P(=O)(c1ccccc1)c1ccccc1 (stereo not drawn)	-26
COC(=O)c1c(-c2ccc(Br)cc2)csc1NC(=O)C1CCCCC1C(=O)O (stereo not drawn)	-4

No new results follow: 4 of the compounds above.
SMILES	VHR inh color
Cc1ccccc1N1C(=O)c2cccc3c(N4CCNCC4)ccc(c23)C1=O	0
O=C(NCCc1ccc(Cl)cc1)C(=O)Nc1nccs1	-4
COc1cccc(/C=C2\SC(=S)N(Cc3ccccc3)C2=O)c1OC	-5
CCOCCOCCC(C(=O)O)P(=O)(c1ccccc1)c1ccccc1 (stereo not drawn)	-26

The results go on.
SMILES	VHR inh color
CCN(CP(=O)(O)CN1CCOCC1)C(C)=O	2
Brc1cccc(CN2CCN(Cc3ccccn3)CC2)c1	-14
O=C(COc1ccccc1[N+](=O)[O-])N/N=C/c1cc(O)c(Br)cc1Br	-6
Cc1ccc(C2CC(C(F)(F)F)n3ncc(C(=O)N4CCSCC4)c3N2)cc1 (stereo not drawn)	4
Cc1ccccc1N1C(=O)/C(=C/c2ccc(OCc3cccc(C(=O)O)c3)cc2)C(=O)NC1=S	57
COc1cc(OC)c([N+](=O)[O-])cc1/C=C1\C=C(c2ccc(Cl)cc2)OC1=O	9
CN1C[N+]([O-])=C(c2ccccc2)C1(C)C	-19
COc1ccc(C2/C(=C(/O)c3ccccc3)C(=O)C(=O)N2c2cccc(C)c2)cc1 (stereo not drawn)	-10
CCOc1cc(/C=N/NC(=O)C(=O)N2CCCC2)ccc1O	1
Cc1cccc(C(=O)NNC(=O)c2ccccc2C)c1	-33
CC(=O)c1cccc(N2C(=O)C3C4C=CC(C4)C3C2=O)c1 (stereo not drawn)	-9
O=C(CSCC(=O)c1ccc([N+](=O)[O-])cc1)Nc1ccc2ccccc2c1	16
Cc1ccc(S(=O)(=O)Nc2ccccn2)cc1C	13
Cc1ccc(Cl)cc1N(Cc1ccc(C(=O)NCc2ccco2)cc1)S(=O)(=O)c1ccccc1	11
Cc1cc(C)c(COCCOCc2c(C)cc(C)c(/C=N/O)c2C)c(C)c1/C=N/O	2
COC(=O)C1=C(C)N=c2s/c(=C\c3cc(OC)c(OC)cc3[N+](=O)[O-])c(=O)n2C1c1ccccc1 (stereo not drawn)	-6
CCOC(=O)c1c(NC(=O)CCc2ccccc2)sc2c1CCC2	5
COc1ccccc1NC(=O)/C(=C\c1ccco1)NC(=O)c1cccs1	9
CCOc1ccc(N(CC(=O)N2CCN(c3ccccc3)CC2)S(C)(=O)=O)cc1	5
Cc1c(NC(=O)c2ccc(Cl)c(Cl)c2)c(=O)n(-c2ccccc2)n1C	7
O=C(Nc1cccc(C(F)(F)F)c1)c1ccccc1C(F)(F)F	-21
COc1cc(NC(=O)c2ccc([N+](=O)[O-])cc2Cl)ccc1NC(=O)c1ccco1	3
COc1ccc(CCNC2CCCCC2OC)cc1 (stereo not drawn)	2
COc1ccc(N2C(=O)NC(=O)/C(=C\c3cc(OC)c(OC)cc3OC)C2=O)cc1	-11
CC1CN(c2ccc([N+](=O)[O-])cc2)CCN1C(=O)c1ccc(Cl)cc1 (stereo not drawn)	2
N/C(=N\OC(=O)c1ccc(I)cc1)c1ccncc1	-10
CN(C)c1ccc(/C=C2\C(=O)NC(=S)N(c3cccc4ccccc34)C2=O)cc1	12
O=c1cc(-c2ccccc2)nc2cc(-c3cccs3)[nH]n12	-18
O=C1CCC(C(=O)OCC(=O)c2ccc([N+](=O)[O-])cc2)N1 (stereo not drawn)	1
Cc1ccc(Cl)cc1NC(=O)c1c(-c2c(Cl)cccc2Cl)noc1C	-26
COc1ccccc1/C=C1/SC(=O)N(CNc2ccc(F)cc2)C1=O	-19
COc1cc(/C=C2/SC(=S)NC2=O)cc(Br)c1OCc1ccccc1F	-4
CCN1C(=O)/C(=C/c2c(NCCCn3ccnc3)nc3c(C)cccn3c2=O)SC1=S	-37
CCN1C(=O)C(=Cc2ccc(OC)cc2OC)C(=O)NC1=S	-26
COC(=O)c1ccc(NC(=O)c2ccc(OC)cc2)cc1	-12
CCCCOC(=O)Cn1c(=N)n(CCN(CC)CC)c2ccccc21	-3
Cc1ccc(C(=O)O)cc1-n1c(C)ccc1C	23
Cn1c(=O)c(-c2ccccc2N)nc2cc3ccccc3cc21	6
Cc1ccc(N2CC(C(=O)Nc3ccccc3)CC2=O)cc1 (stereo not drawn)	-20
C/C(=N\NC(=O)c1ccccc1Cl)c1ccc(O)cc1	-6
CCOc1cccc(-c2nnc(NC(=O)Nc3ccccc3)s2)c1	-14
COc1ccc2c(c1OC)C(=O)N(c1nc(-c3ccc(O)cc3)cs1)C2=O	-1
CC1(C)Cc2ccccc2/C(=C/C(=O)Nc2ccc([N+](=O)[O-])cc2)N1	-2
C=CCc1cccc(/C=N/NC(=O)CCC2C(=O)NN=C2C)c1O (stereo not drawn)	4
CC(=O)Oc1ccccc1C(=O)Oc1ccc2c(c1)c(C(C)=O)c(C)n2Cc1ccccc1	16
O=C1C=C/C(=N\S(=O)(=O)c2ccccc2)C=C1Cl	24
O=C(CC(=S)c1cccs1)c1ccncc1	7
COc1c(Br)cc(Br)cc1/C=N/Nc1nc(N2CCOCC2)nc(N2CCOCC2)n1	-2
COc1cc(/C=N/n2cnnc2)cc(Br)c1OCc1ccc(Cl)cc1Cl	6
O=C1c2ccccc2C(=O)N1/N=C/c1c(O)ccc2ccccc12	-12

(more compounds)
SMILES	VHR inh color
O=C(CCc1ccccc1)Nc1cccc(I)c1	-13
O=C1C(Cl)=C(Nc2ccc(O)cc2)c2c(Cl)c(Cl)c(Cl)c(Cl)c21	5
O=C(Nc1ccc(Br)cc1)c1ccccc1F	-19
Cc1c(C=C(C#N)C#N)c(C)c([N+](=O)[O-])c(C)c1[N+](=O)[O-]	-16
O=C1S/C(=C\c2ccc([N+](=O)[O-])cc2)C(=O)N1Cc1ccccc1	-2
Fc1ccc(-c2noc(-c3ccc(Br)cc3)n2)cc1	-12
O=c1/c(=C/c2cccc(Br)c2)sc2nc3ccccc3n12	-2
COc1ccc(/C=C2/C(=O)NN(c3ccc(C)c(C)c3)C2=O)cc1OC	-1
NC(=O)Cn1cc(/C=C2\C(=O)NC(=O)N(Cc3ccccc3)C2=O)c2ccccc21	-4
CCc1ccc(OCC(=O)Nc2cc3nn(-c4ccc(OC)cc4)nc3cc2C)cc1	-11

In a second layout: 4 of the compounds above
COc1ccccc1NC(=O)/C(=C\c1ccco1)NC(=O)c1cccs1
  VHR inh color: 9
CCOc1ccc(N(CC(=O)N2CCN(c3ccccc3)CC2)S(C)(=O)=O)cc1
  VHR inh color: 5
Cc1c(NC(=O)c2ccc(Cl)c(Cl)c2)c(=O)n(-c2ccccc2)n1C
  VHR inh color: 7
O=C(Nc1cccc(C(F)(F)F)c1)c1ccccc1C(F)(F)F
  VHR inh color: -21

Later entries:
SMILES	VHR inh color
CCN(CC)c1ccc2cc(-c3csc(C)n3)c(=O)oc2c1	2
C=CCn1c(-c2ccc(C(C)(C)C)cc2)n[nH]c1=S	-12
C#CCn1cc(/C=C2\C(=O)NC(=O)N(c3ccc(Cl)cc3)C2=O)c2ccccc21	82*
C/C(C=O)=C\c1ccc(/C=C(C)/C=C2/SC(=S)N(c3ccccc3)C2=O)cc1	-4
COC(=O)c1sccc1NC(=O)c1ccc(Br)cc1	-18
COc1ccc(N2C(=O)/C(=C\c3cc(C)n(-c4ccccc4)c3C)SC2=S)cc1	-2
O=C(O)CN1C(=O)/C(=C\c2cccc(Oc3ccccc3)c2)SC1=S	-4
CNc1nc(OCC(F)(F)F)nc(N2CCOCC2)n1	-6
COc1ccc(C(=O)Oc2cccc3c(OC)ccc(C=O)c23)cc1OC	-31
COc1ccc(OC)c(C2CC(=O)C(C)C(c3cc(OC)ccc3OC)N2)c1 (stereo not drawn)	-5
Cc1cc(OCC(=O)N(C)Cc2ccccc2)ccc1Cl	1
COc1cc(/C=N/n2cnnc2)ccc1OCCOc1ccc(C(C)(C)C)cc1	-1
Cc1[nH]n(-c2ccc([N+](=O)[O-])cc2)c(=O)c1C=NC1CCCCC1	-14
CCN(CC)c1ccc(NC(=O)COc2ccc(OC)cc2)cc1	-38
COc1ccc(C2/C(=C(\O)c3ccccc3)C(=O)C(=O)N2CCN(C)C)c(OC)c1 (stereo not drawn)	0
COCCCNC(=O)c1ccccc1[N+](=O)[O-]	-11
CCCC(=O)Nc1ccc(NC(=O)c2cc([N+](=O)[O-])ccc2Br)cc1	-18
COc1ccc(C(=O)O/N=C(\N)c2cccc([N+](=O)[O-])c2)cc1	4
COc1ccc(S(=O)(=O)N/N=C/c2c(C)[nH]c3ccccc23)cc1	-1
O=C(c1cccs1)N1CCN(Cc2cccc(Br)c2)CC1	2
CC(C)(C)OC(=O)NNC(=O)c1cccc(Cl)c1	-5
Cc1ccc(/C=C2\SC(N3CCCCCC3)=NC2=O)cc1	16
CC(C1COc2ccccc2O1)N1C(=O)CCC1=O (stereo not drawn)	-7
CCN(CC)C(=O)/C(=C/c1cccc([N+](=O)[O-])c1)NC(=O)c1ccc(C)cc1	-10
c1ccc(-c2cc(-c3cc(-c4ccccc4)on3)no2)cc1	-4
Cc1ccc(OCC(=O)Nc2ccc(I)cc2C)c(C)c1	-7
CCOc1ccc(/C=N/N2CCN(C(c3ccccc3)c3ccccc3)CC2)cc1	-6
O=C(O)CC(NC(=O)c1ccccc1)c1ccc(Cl)cc1 (stereo not drawn)	-8
Cc1cc(-c2ccc(/C=c3/sc4nc5ccccc5n4c3=O)o2)cc([N+](=O)[O-])c1C	-19
Cc1ccc(C(=O)Nc2ccc(OCc3ccccc3)cc2)cc1[N+](=O)[O-]	-12
Cc1ccc([N+](=O)[O-])c2c1NCC1CC=CC21 (stereo not drawn)	23
O=C1c2ccccc2C(=O)N1/N=C/c1ccc(Cl)c([N+](=O)[O-])c1	-9
O=C(c1ccncc1)N1N=C(c2ccc(Cl)cc2)CC1(O)C(F)(F)F (stereo not drawn)	-3
COc1cccc(C(=O)Nc2ccc(Br)cc2C(=O)O)c1	12
O=S(=O)(Nc1cccc2ccccc12)c1cc(Cl)ccc1Cl	-17
O=C(Nc1cc([N+](=O)[O-])ccc1O)c1ccc(C(=O)Nc2cc([N+](=O)[O-])ccc2O)cc1	-10
CCOC(=O)c1[nH]c(=O)c2ccccc2c1O	-8
CCCC(=O)c1ccc(N2CCN(C)CC2)c(F)c1	-11
CCOc1ccc2ccc(OCC)c(/C=C3/SC(=S)NC3=O)c2c1	-7
O=C(NC1C2CC3CC(C2)CC1C3)c1ccc(Cl)cc1Cl (stereo not drawn)	-22
CC(=O)c1cc(C(=O)Nc2ccccc2C(=O)O)oc1C	10
CCC(=O)Nc1ccc(NC(=O)/C=C/c2ccco2)cc1	37
O=S(=O)(c1ccccc1)N(Cc1ccc(F)cc1)c1ccccc1	-1
CC(=O)C1=C(C)NC(=O)NC1c1cccc([N+](=O)[O-])c1 (stereo not drawn)	-2
Cn1c(=O)c2c(nc(-n3ccnc3)n2C)n(C)c1=O	-6
CC(=O)Oc1cccc(/C=C2\C=C(c3ccc(Br)cc3)OC2=O)c1	-10
CC1(C)Oc2c(C(C)(C)C)cc([N+](=O)[O-])c(C(C)(C)C)c2O1	-10
CC(=O)c1cccc(NC(=O)c2nn3c(C(F)(F)F)cc(-c4cccs4)nc3c2Cl)c1	-35

Screening results as filed in PubChem.
